D1 potentiator – Potentiators of Human D1 Dopamine Receptor: qHTS; AID 504651, 2011; potentiation, % at 10 µM; HEK293 TREx D1 cells, calcium flux, dopamine EC20 potentiation; D(1A) dopamine receptor (Homo sapiens), P21728; actives 0.036% (n = 360,000); in the data active means potentiation above about 30%; further: 0% is about no effect
RXFP1 ag – qHTS Assay for Agonists of the Relaxin Receptor RXFP1; AID 2676, 2010; actives 0.3% (n = 370,000); Potency, µM (top dose mostly 57.5 µM), without a hit: at the top dose activation, most hits filed as activators; Relaxin receptor 1 (Homo sapiens), Q9HBX9; HEK293T-RXFP1 cAMP TR-FRET, 30 min; response scale: percent of porcine relaxin response, buffer zero; further: potency means the concentration at half of the fitted maximal effect; on the % scale 0 is the no-effect control and ±100 the full control effect; nearly all actives have a fitted effect of over 60% in size; many of its hits are not listed in these tables
Target sequence (Q9HBX9 whole entry, looked up): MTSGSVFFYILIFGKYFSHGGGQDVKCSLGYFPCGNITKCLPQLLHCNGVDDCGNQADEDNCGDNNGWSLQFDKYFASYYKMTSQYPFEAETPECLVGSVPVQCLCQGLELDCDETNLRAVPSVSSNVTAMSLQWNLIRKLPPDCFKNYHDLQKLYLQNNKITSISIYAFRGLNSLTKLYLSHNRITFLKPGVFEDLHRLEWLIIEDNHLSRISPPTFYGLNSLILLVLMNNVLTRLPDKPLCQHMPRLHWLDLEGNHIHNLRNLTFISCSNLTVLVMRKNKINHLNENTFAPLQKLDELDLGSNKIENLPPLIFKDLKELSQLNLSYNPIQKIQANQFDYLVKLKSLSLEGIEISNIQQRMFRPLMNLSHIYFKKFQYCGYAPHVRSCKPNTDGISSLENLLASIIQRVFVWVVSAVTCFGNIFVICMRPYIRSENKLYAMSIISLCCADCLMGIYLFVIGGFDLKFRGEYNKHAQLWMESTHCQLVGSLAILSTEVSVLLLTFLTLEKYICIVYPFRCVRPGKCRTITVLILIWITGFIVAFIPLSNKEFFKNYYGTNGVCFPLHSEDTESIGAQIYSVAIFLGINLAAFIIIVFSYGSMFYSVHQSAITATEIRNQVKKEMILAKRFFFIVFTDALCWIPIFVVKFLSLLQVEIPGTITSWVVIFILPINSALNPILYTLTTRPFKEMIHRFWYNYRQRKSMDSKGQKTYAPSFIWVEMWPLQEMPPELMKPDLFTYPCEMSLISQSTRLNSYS
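HEK293T cells stably expressing RXFP1 were pretreated with the PDE4 inhibitor Ro 20174, exposed to compounds for 30 min at 37C, lysed, and cAMP was read by TR-FRET. Data normalized to buffer (basal) and 29 nM porcine relaxin (100%).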
D1 ag – Allosteric Agonists of the Human D1 Dopamine Receptor: qHTS. D(1A) dopamine receptor (Homo sapiens), P21728. HEK293 T-REx D1 cells, calcium flux, agonist mode. activation, % at 2 µM. actives 1% (n = 360,000). AID 504660, 2011; in the data active means activation above about 30%; further: 0% is about no effect
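Agonism was scored from calcium flux recorded over 180 s (1 read/s) after pintool compound addition, following a 10-cycle baseline. Cells were inducible force-coupled HEK293 TREx D1, plated overnight at 30 C and loaded with no-wash calcium dye.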
RXFP1 antag – qHTS Assay for Antagonists of the Relaxin Receptor RXFP1 | HEK293-RXFP1, relaxin-stimulated cAMP HTRF, 30 min; stronger effect = lower value | activity change, negative = inhibition, % at 57.5 µM | actives 0.59% (n = 350,000);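 active means activity change of -60% or lower, but not beyond a set lower limit; inconclusive means change between -60% and -40%, or beyond the set limit; inactive means change above -40%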; further: on the % scale 0 is the no-effect control and ±100 the full control effect
GRP78 ERSR act – qHTS for Inducers of the Endoplasmic Reticulum Stress Response (ERSR) in Human Glioma: qHTS; U87-MG GRP78 promoter luciferase reporter, 16 h; Potency, µM, for the others: at the top dose activation, usual class: activators; actives 0.02% (n = 420,000); AID 602332, 2012; further: potency means the concentration at half of the fitted maximal effect; series mostly up to about 76 µM; % of control where 0% means no effect; nearly all actives have a fitted effect of over 35% in size
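Stably transfected U87-MG glioma cells carrying a GRP78-based luciferase sensor; 16 h compound incubation. Luminescence end-point read 10 min after Bright-Glo addition at room temperature.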
D1 antag – Antagonist of Human D 1 Dopamine Receptor: qHTS. D(1A) dopamine receptor (Homo sapiens), P21728. HEK293 TREx D1 cells, calcium flux, dopamine EC80; stronger effect = lower value. activity change, negative = inhibition, % at 10 µM. actives 3.2% (n = 360,000). AID 504652, 2011; in the data active means activity change below about -30%; further: on the % scale 0 is the no-effect control and ±100 the full control effect
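Using tetracycline-induced force-coupled D1 Hek293 cells and a calcium dye, signals were followed for 180 s after compound, then for 180 s after EC80 dopamine, to detect inhibitors.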
Vif-A3F inh – qHTS for Inhibitors of Vif-A3F Interactions: qHTS; HeLa A3F-eYFP + Vif (tagged APOBEC3F with the HIV-1 protein that degrades it), YFP fluorescence increase; AID 602313, 2012; Potency, µM (titrated, usually from 46.1 µM), for inactives: top-dose activity, negative = active; actives 0.2% (n = 390,000); further: potency means the concentration at half of the fitted maximal effect; % of control where 0% means no effect; nearly all actives have a fitted effect of over 65% in size
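HeLa cells stably expressing Vif plus C-terminally eYFP-tagged A3F were seeded, incubated overnight at 37 deg C, dosed with compound, incubated overnight again at 37 deg C. Yellow fluorescence (Ex 488/Em 500-530) reported blocked Vif-mediated A3F-eYFP degradation.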
Vif-A3G inh – qHTS for Inhibitors of Vif-A3G Interactions: qHTS. HeLa A3G-eYFP + Vif (tagged APOBEC3G with the HIV-1 protein that degrades it), YFP fluorescence, overnight. Potency, µM (top dose mostly 46.1 µM), inactives show at the highest dose activity, negative = active, actives largely listed as inhibitors. actives 0.076% (n = 410,000). AID 602310, 2012;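 further: potency means the concentration at half of the fitted maximal effect; on the % scale 0 is the no-effect control and ±100 the full control effect; nearly all actives have a fitted effect of over 60% in size; hits raise eYFP signal because A3G escapes Vif-driven loss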
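HeLa cells stably expressing Vif and C-terminally eYFP-tagged A3G, seeded overnight at 37 deg C, then exposed to compound by pintool overnight at 37 deg C. Rise in yellow fluorescence (Ex 488/Em 500-530, Acumen) marks blocked Vif-driven A3G degradation.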
D2 PAM – HTS Assay for Positive Allosteric Modulators of the Human D2 Dopamine Receptor: Primary Screen for Potentiators. actives 0.34% (n = 340,000). potentiation, % at 10 µM. HEK293 T-REx D2, calcium flux, EC20 dopamine potentiation;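 active means potentiation over 3 SD above the plate norm, cut at about 30% in these data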; further: 0% is about no effect
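Potentiation of an EC20 dopamine calcium response measured kinetically over 180 s, after a preceding 180 s compound-only read flagging agonists. Cells: inducible Hek293 Trex D2 line, 4000/well, cultured overnight at 30 C before dye loading.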
An asterisk follows results filed as active; ? = inconclusive; . = no result given; & = joins results of further samples; [ ] = remark or other dose. Unless noted, the call rests on the fitted dose curve; in most records, active means well fitted curve in the direction sought with a large enough effect; inconclusive means small, poorly fitted or top-dose-only effect, or another doubt; inactive means no such curve, though single readings can be large; an effect the other way counts as inactive or inconclusive. A portion of the library (hit frequency here may not be typical).

SMILES	D1 potentiator	RXFP1 ag	D1 ag	RXFP1 antag	GRP78 ERSR act	D1 antag	Vif-A3F inh	Vif-A3G inh	D2 PAM
O=C(NCC(O)c1ccccc1)c1cccs1 (centres undefined)	-10	5.3%	2	6	-3%	-7	9%	1%	9
CC(=O)c1cc2cc(O)ccc2o1	-5	2.5%	2	9	0%	1	5%	2%	-3
Cc1ccc(C)c(NC(=O)CSc2nnc(-c3ccccc3C)o2)c1	3	1.1%	1	0	-1%	-13	-9%	2%	-6
CC(C)(/C=N/O)/[N+]([O-])=C/c1ccccc1	-1	-0.2%	1	-5	-1%	4	13%	-2%	7
Cc1cc(C)n(C(C)CC(=O)Nc2ccc3c(c2)OCCO3)n1 (centres undefined)	-7	0.0%	4	8	-4%	14	-3%	3%	-1
Cc1cn2c(-c3cccnc3)nnc2s1	-1	17%	0	2	-4%	7	-5%	2%	-5
COc1ccc(NC(=O)Cc2c(O)c3ccccc3[nH]c2=O)cc1	-4	0.4%	2	-24	0%	20	2%	2%	13
Cc1cccc(Nc2c(-c3ccsc3)nc3nc(C)cc(C)n23)c1	9	10%	0	-10	-1%	10	6%	-9%	15
CCCCn1c(=O)c2oc3ccccc3c2n(CC(=O)Nc2cc(C)ccc2C)c1=O	-4	-0.8%	2	-11	-3%	16	8%	0%	-11
Cc1ccc(S(=O)(=O)NC2CC3CCC2C3)cc1 (centres undefined)	.	.	.	-13	-9%	.	-1%	0%	.
Cc1ccc(N2CC(C(=O)OCc3ccccc3)CC2=O)cc1 (centres undefined)	-7	0.7%	0	12	0%	-1	0%	1%	14
Cn1nc(C(=O)NC(C)(C)C)c2ccccc21	-2	2.3%	1	3	0%	5	1%	-8%	6
O=C(CCc1nnc(Cc2ccc(-c3ccccc3)cc2)o1)NCC1CC1	-2	-2.1%	2	-10	-1%	-13	13%	4%	0
CCS(=O)(=O)N1CCN(S(=O)(=O)c2ccccc2[N+](=O)[O-])CC1	3	-0.2%	9	1	-4%	0	-13%	2%	6
CCC(C(=O)OCC(=O)NC(=O)NC(C)(C)C)c1ccccc1 (centres undefined)	-6	-0.8%	3	-4	0%	0	8%	9%	-24
Cc1ccccc1OCCC(=O)N(CC(C)C)c1c(N)n(Cc2ccccc2)c(=O)[nH]c1=O	1	3.3%	1	11	-4%	-12	0%	-4%	3
CCCn1c(CN(Cc2ccccc2)Cc2ccccc2)nc2c1c(=O)n(C)c(=O)n2C	-1	24%	2	-9	-4%	11	-27%	-1%	5
Cc1ccc2c(CN3CCC(C(N)=O)CC3)cc(=O)oc2c1C	-4	-0.5%	0	16	4%	5	-26%	0%	3
Cc1ccc(C(=O)Nc2c(C(=O)NCc3ccc(Cl)cc3)sc3nc(C)cc(C)c23)cc1	-4	5.6%	0	3	.	14	.	.	5
CCC(C)NC(=O)c1ccc(NC(=O)CC2SC(N3CCCCC3)=NC2=O)cc1 (centres undefined)	-4	-1.8%	2	18	0%	-10	-8%	-1%	1

3 of the compounds above, with values under each structure:
Sequence of screens: D1 potentiator, RXFP1 ag, D1 ag, RXFP1 antag, GRP78 ERSR act, D1 antag, Vif-A3F inh, Vif-A3G inh, D2 PAM
CCS(=O)(=O)N1CCN(S(=O)(=O)c2ccccc2[N+](=O)[O-])CC1
    3, -0.2%, 9, 1, -4%, 0, -13%, 2%, 6
CCC(C(=O)OCC(=O)NC(=O)NC(C)(C)C)c1ccccc1 (centres undefined)
    -6, -0.8%, 3, -4, 0%, 0, 8%, 9%, -24
Cc1ccccc1OCCC(=O)N(CC(C)C)c1c(N)n(Cc2ccccc2)c(=O)[nH]c1=O
    1, 3.3%, 1, 11, -4%, -12, 0%, -4%, 3

Next compounds.
SMILES	D1 potentiator	RXFP1 ag	D1 ag	RXFP1 antag	GRP78 ERSR act	D1 antag	Vif-A3F inh	Vif-A3G inh	D2 PAM
CCc1ccccc1OCC(=O)Nc1nnc(C2CC2)s1	.	.	.	5	-4%	.	1%	-1%	.
COc1ccc(NC(=O)CCNC(=O)c2ccco2)cc1Cl	-1	2.5%	-1	0	3%	0	1%	0%	-3
CCOC(=O)CSC1=C(C#N)C(c2ccccc2C)C2=C(CCCC2=O)N1 (centres undefined)	4	3.3%	0	-1	1%	8	5%	-2%	5
O=C(c1cc(-c2ccccc2)on1)N1CCc2ccccc2C1	-6	0.1%	1	-1	5%	0	1%	-1%	12
COc1ccc(C(=O)Nc2ccc3c(c2)N(C2CCCC2)C(=O)c2ccccc2S3)cc1OC	4	0.3%	1	-3	-3%	9	-8%	0%	8
CCCOc1ccc(-c2c(C(=O)N/N=C(\C)COc3ccccc3)nnn2-c2nonc2N)cc1	-8	-3.5%	22	?	-2%	-11	-10%	0%	-5
Cc1cccc(C)c1NC(=S)N(CCN(C)C)C(C)c1ccccn1 (centres undefined)	0	2.2%	2	2	-3%	-8	0%	-9%	13
CCCCNC(=O)Cn1c(=O)oc2cc(S(=O)(=O)N3CC(C)CC(C)C3)ccc21 (centres undefined)	.	2.3%	7	.	-3%	7	-11%	1%	8
CCn1cc(C(=O)NCCCN2CCCCCC2)c(=O)c2cc(S(=O)(=O)N3CCc4ccccc4C3)ccc21	-2	-3.6%	-3	4	1%	-1	-13%	0%	-6
O=C(NCc1ccc(Cl)cc1)c1ccc2nc[nH]c2c1	-2	-0.1%	2	-8	-3%	17	1%	-1%	5
O=C1CSC(c2ccccn2)N1c1cccc(Cl)c1 (centres undefined)	-3	0.0%	2	-1	-1%	5	-6%	0%	-3
COCCNCCCCOc1c(Cl)cc(C)cc1Br	-7	0.1%	13	-23	-3%	-2	-17%	-4%	-18
COc1cc2c(cc1OC)[C@@H]1O[C@](CCCCN3C(=O)c4ccccc4C3=O)(C2)Oc2cc(C)n(-c3ccccc3)c(=O)c21	-3	-0.8%[11.5 µM]	5	.	.	-4	.	.	.
CCOc1cc(NC(=S)NCCCN2CCOCC2)c(OCC)cc1NC(=O)c1cccc(C)c1	5	1.4%	4	5	-6%	2	-10%	-1%	3
O=S(=O)(Nc1cccc(CCc2ccccn2)c1)c1ccc(Cl)cc1	-3	-0.3%	10	-7	-2%	-14	9%	-3%	-4
CC(CNc1ccccc1O)C(=O)O (centres undefined)	2	0.2%	2	-4	-4%	-28	-6%	2%	5
OCCC1CN(Cc2cccn2-c2nccs2)CCN1CCc1ccccc1 (centres undefined)	-7	-3.0%	1	16	-3%	1	-2%	-2%	-3
COc1cccc(N2CCN(C3OC(=O)c4ccccc43)CC2)c1 (centres undefined)	-7	0.5%	3	-18	-5%	19	-1%	3%	4
Cc1ccc(-c2cn(S(=O)(=O)c3cccc([N+](=O)[O-])c3)nc2N)cc1	-7	1.1%	-1	11	0%	-1	-4%	-3%	30*
CCCCNC(=O)C1CCC(CNS(=O)(=O)c2ccc(C)cc2)CC1 (centres undefined)	8&-3	1.6%&0.3%	2&-1	8&-10	-1%&-4%	3&-24	-19%&-1%	5%&6%	-2&-9
COc1cc(S(=O)(=O)n2ccnc2)ccc1Br	-1	-1.8%	3	-2	-1%	5	0%	0%	-20
CCOC(=O)CC1(C)SC(NC(C)=O)=NN1C(C)=O (centres undefined)	-4	0.5%	18	22	1%	-23	-10%	1%	.
CSc1ccc(CCNC(=O)Cn2nc(C)n3c(cc4sccc43)c2=O)cc1	-2	10%	0	-7	-3%	9	6%	-3%	-5
O=C(COc1ccc(/C=N/NC(=O)C(=O)N2CCCCC2)cc1)Nc1ccccc1Cl	-2	-1.1%	3	-73*	2%	-8	7%	2%	.
Cc1cccc(N(Cc2ccccc2)C(=O)c2ccc(C)c(S(=O)(=O)N3CCOCC3)c2)c1	.	-0.9%	12	7	1%	35	0%	6%	14
Cc1cccc(-n2c(Cc3cc(=O)[nH]c(=O)[nH]3)nnc2SCC(=O)N2CCc3ccccc32)c1	4	-0.5%	1	0	-6%	3	-14%	-4%	-2
Cc1ccccc1OCC(=O)Nc1cccc(S(=O)(=O)NC2=NCCC2)c1	0	1.1%	1	-5	2%	-3	-1%	-1%	4
CC(C)NS(=O)(=O)c1ccc(OCC(=O)N2CCN(c3ccccc3F)CC2)cc1	-7	4.3%	0	.	0%	-4	-6%	7%	1
Nc1nc(N2CCN(c3cccc(Cl)c3)CC2)n[nH]1	-3	5.7%	3	-4	-5%	-8	-4%	-4%	1
CCc1noc(C)c1C(=O)N(CCC(C)C)c1c(N)n(Cc2ccccc2)c(=O)[nH]c1=O	-2	0.1%	0	2	-2%	-1	-3%	-3%	21
CCc1cc(=O)oc2c3c(cc(OCC(=O)NCCCn4ccnc4)c12)OC(C)(C)CC3	2	7.4%	0	.	-1%	-9	3%	1%	17
N#Cc1cccc(NC(=O)CNc2cccc(S(=O)(=O)N3CCCCC3)c2)c1	-9	0.1%	9	-24	-4%	-18	-3%	1%	-3
Cc1ccc(-c2[nH]c(-c3ccc(Cl)cc3)nc2SCC(=O)NCC2CCCO2)cc1 (centres undefined)	-8	2.3%	-2	6	-2%	-7	-1%	-6%	-20
COc1ccc(CCNC(=O)Cn2nc([N+](=O)[O-])c(Br)c2C)cc1OC	-10	0.0%	0	11	-3%	-23	1%	-2%	18
COc1cccc(NC(=O)Nc2nnc(N3C(C)CCCC3C)s2)c1 (centres undefined)	4	0.6%	1	-30	0%	1	12%	-9%	17
COc1cc(C2c3c(-c4cc(C)ccc4O)n[nH]c3C(=O)N2Cc2cccnc2)cc(OC)c1OC (centres undefined)	2	-1.2%	0	-7	0%	5	-7%	-2%	-1
COc1ccc(S(=O)(=O)N2CCC(C(=O)NCC3CCCO3)CC2)cc1OC (centres undefined)	-1	0.0%	-1	7	-3%	-8	-16%	4%	8

High-throughput results: PubChem, National Center for Advancing Translational Sciences (NCATS)
